Screening results: PubChem BioAssay, National Center for Advancing Translational Sciences (NCATS)
ERG Ets-DNA blk: ERG Ets/DNA interaction inhibition; Potency, µM (doses to about 76.9 µM), without a hit: top-dose FP activity, negative = inhibition, hits mostly inhibitors; fluorescence polarization, His-ERG Ets domain / labelled DNA; 370,000 tested, 0.028% active; P11308; active = well fitted inhibition curve with a large enough effect in the polarisation, with a control signal flat; inconclusive = small, poorly fitted or top-dose-only effect, or effect the other way, or a change in a side signal; inactive = no such curve, though single readings can be large or run the other way; the % refers to the polarisation;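 note: polarization taken with two DNA probes labelled with fluorescein and Texas red; potency is the fitted concentration of half-maximal effect; % of control where 0% means no effect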
Target sequence (P11308 whole entry, looked up, the tested form may be a part): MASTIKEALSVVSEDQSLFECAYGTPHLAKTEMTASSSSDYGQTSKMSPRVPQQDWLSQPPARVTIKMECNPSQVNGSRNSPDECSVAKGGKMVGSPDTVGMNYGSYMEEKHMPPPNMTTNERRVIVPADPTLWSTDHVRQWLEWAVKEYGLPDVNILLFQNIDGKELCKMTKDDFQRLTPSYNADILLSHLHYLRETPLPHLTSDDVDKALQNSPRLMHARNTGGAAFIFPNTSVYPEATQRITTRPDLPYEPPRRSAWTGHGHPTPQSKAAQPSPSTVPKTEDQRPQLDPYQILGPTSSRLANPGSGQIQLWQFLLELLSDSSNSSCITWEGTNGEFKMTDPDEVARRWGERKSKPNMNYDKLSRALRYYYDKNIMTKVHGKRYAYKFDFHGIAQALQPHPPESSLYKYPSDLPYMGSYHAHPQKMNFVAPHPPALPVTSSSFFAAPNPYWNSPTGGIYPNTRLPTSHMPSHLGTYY
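His-tagged ERG Ets domain (1 uM in the protein solution; 300mM KCl, 50mM Tris-HCl, 1mM EDTA, 1mM DTT, pH 7.5) received compound, then a probe mix of 5 nM fluorescein-DNA and 100nM Texas-615-DNA. Fluorescence polarization was read for both dyes.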
D2 agonist: agonists of human D2 dopamine receptor | P14416 | HEK293 T-REx D2 cells, calcium flux agonist mode | activation, % at 2 µM | 340,000 tested, 0.53% active;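 active = activation over 3 SD above normal in the single-dose calcium agonist read, cut at about 30% in these data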; note: 0% is about no effect
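In this primary screen, compounds producing a positive calcium signal within 180 s of addition to tetracycline-induced, force-coupled HEK293 Trex D2 cells are flagged; cells are dye-loaded with a no-wash calcium kit beforehand.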
Vif-APOBEC3G blk: blocks the Vif interaction with human APOBEC3G. Q9HC16. HeLa A3G-eYFP + Vif (tagged APOBEC3G with the HIV-1 protein that degrades it), YFP fluorescence, overnight. Potency, µM (titrated, usually from 46.1 µM), for inactives: at the top dose activity, negative = active, actives largely listed as inhibitors. 410,000 tested, 0.076% active. AID 602310;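 note: potency is the fitted concentration of half-maximal effect; % is set by controls: 0 for no effect and ±100 for the full control effect; nearly all actives have a fitted effect of over 60% in size; hits raise eYFP signal because A3G escapes Vif-driven loss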
Target sequence (Q9HC16 whole entry, looked up): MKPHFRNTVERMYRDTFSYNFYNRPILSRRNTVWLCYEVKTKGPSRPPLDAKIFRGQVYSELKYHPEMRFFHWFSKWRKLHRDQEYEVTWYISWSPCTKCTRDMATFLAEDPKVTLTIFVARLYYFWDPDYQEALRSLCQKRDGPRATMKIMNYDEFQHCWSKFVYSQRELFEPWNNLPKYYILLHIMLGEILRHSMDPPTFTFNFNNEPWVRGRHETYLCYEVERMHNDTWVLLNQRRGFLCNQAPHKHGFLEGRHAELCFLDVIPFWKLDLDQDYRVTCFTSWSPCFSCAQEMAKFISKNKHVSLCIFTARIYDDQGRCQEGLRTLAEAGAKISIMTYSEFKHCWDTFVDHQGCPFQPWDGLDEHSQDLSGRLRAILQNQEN
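HeLa cells stably expressing Vif and C-terminally eYFP-tagged A3G, seeded overnight at 37 deg C, then exposed to compound by pintool overnight at 37 deg C. Rise in yellow fluorescence (Ex 488/Em 500-530, Acumen) marks blocked Vif-driven A3G degradation.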
GRP78 ERSR act: induces the endoplasmic reticulum stress response in human glioma cells | U87-MG GRP78 promoter luciferase reporter, 16 h | AID 602332 | Potency, µM, for inactives: at the top dose activation, actives largely listed as activators | 420,000 tested, 0.02% active; note: potency is the fitted concentration of half-maximal effect; series mostly up to about 76 µM; % of control where 0% means no effect; nearly all actives have a fitted effect of over 35% in size
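Stably transfected U87-MG human glioma cells carrying a GRP78-based luminescent sensor were seeded at 1000 cells/well, pin-dosed with compounds and incubated 16 h. Luciferase reagent was then added, and end-point luminescence was read after 10 min at room temperature.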
ALOX12 inh: blocks human arachidonate 12S-lipoxygenase; P18054; purified 12hLO, xylenol orange hydroperoxide absorbance; Potency, µM (top dose mostly 108 µM), inactives show at the highest dose activity change, negative = inhibition, most hits filed as inhibitors; 580,000 tested, 1.1% active; AID 1671190; note: potency is the fitted concentration of half-maximal effect; % is set by controls: 0 for no effect and ±100 for the full control effect
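Purified human 12hLO (150 nM final) in 25 mM Hepes, 0.01% Triton X-100, pH 7.0 was preincubated 15 min at room temperature with compound. Then 40 uM arachidonic acid was added, 30 min. Hydroperoxide was read by Fe-XO absorbance ratio 573/405 nm.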
Vif-A3F inh: Vif-A3F binding inhibition; 390,000 tested, 0.2% active; HeLa A3F-eYFP + Vif (tagged APOBEC3F with the HIV-1 protein that degrades it), YFP fluorescence increase; Potency, µM (top dose mostly 46.1 µM), inactives show top-dose activity, negative = active; note: potency is the fitted concentration of half-maximal effect; % of control where 0% means no effect; nearly all actives have a fitted effect of over 65% in size
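HeLa cells stably expressing A3F-eYFP plus Vif, plated and incubated overnight at 37 deg C, then exposed to compounds overnight at 37 deg C. Blocked degradation read as raised yellow fluorescence (Ex 488/Em 500-530).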
RGS4 inh: human RGS4 inhibition; 390,000 tested, 0.039% active; P49798; AID 504845; Potency, µM (highest dose often 114 µM), inactives show top-dose activity change, negative = inhibition, hits mostly inhibitors; Transcreener GDP fluorescence polarization, RGS4-accelerated GTP hydrolysis; note: potency is the fitted concentration of half-maximal effect; % is set by controls: 0 for no effect and ±100 for the full control effect; nearly all actives have a fitted effect of over 75% in size; some results filed as inactive show a strong effect at the top dose
Target sequence (P49798 whole entry, looked up): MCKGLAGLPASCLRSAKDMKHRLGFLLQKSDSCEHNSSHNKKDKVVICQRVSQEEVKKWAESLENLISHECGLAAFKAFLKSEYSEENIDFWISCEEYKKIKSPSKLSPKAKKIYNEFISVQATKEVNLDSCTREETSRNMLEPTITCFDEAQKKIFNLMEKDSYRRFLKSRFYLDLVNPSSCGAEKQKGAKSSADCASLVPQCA
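MLSMR compounds (23 nl, pin-transferred) preincubated 10 min at room temperature with a 500nM (2x) first reagent, then RGS4 at 900nM (2x) plus Transcreener GDP mix added; fluorescence polarization (620/688 nm) read before and after 90 min at 30 °C.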
D2 antag: antagonizes the human D2 dopamine receptor. P14416. HEK293 TREx D2 cells, calcium flux, dopamine EC80. inhibition, % at 10 µM. 340,000 tested, 2% active. AID 485344; in the data active = inhibition above about 30%; note: 0% is about no effect
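Calcium flux kinetic readout in an inducible HEK293 TREx D2 line plated overnight at 30 C. After 180 s compound exposure, an EC80 dopamine challenge follows with another 180 s kinetic read to detect antagonism.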
LDHA inh: blocks human lactate dehydrogenase A; activity change, % (values are at about 110 or 230 µM); purified LDHA, NADH/diaphorase-resazurin fluorescence; active compounds read low; 480,000 tested, 0.15% active; P00338; in the data active = activity change below about -30%; inconclusive = mostly about -25% to -30%;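 note: plate controls were DMSO wells for no effect and wells without enzyme for full effect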
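Resorufin fluorescence (ex540/em590), read at 0 and 20 min after diaphorase/resazurin addition, reports the NADH left after a 5 min room-temperature reaction of 2 nM human LDH5 with 0.06 mM NADH and 0.2 mM pyruvate.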
* hit, by the source's call; ? = inconclusive; / = no result given; [ ] = another dose, or the depositor's remark. Unless noted, calls come from the whole dose curve; as a rule, active = well fitted curve in the direction sought with a large enough effect; inconclusive = small, poorly fitted or top-dose-only effect, or another doubt; inactive = no such curve, though single readings can be large; an effect the other way counts as inactive or inconclusive.

no. | canonical_smiles | GRP78 ERSR act | LDHA inh | RGS4 inh | D2 antag | Vif-APOBEC3G blk
1 | CCOC(=O)C1=C(COC(=O)c2cc(Br)c(Br)s2)NC(=O)NC1C (configuration not stated) | -3% | -5 | 2% | -2 | 0%
2 | CCNC(=O)NC(=O)C(C)OC(=O)C1CCN(S(=O)(=O)c2ccccc2C(=O)OC)CC1 (configuration not stated) | -4% | -4 | 1% | 5 | 4%
3 | C/C(=N/NS(=O)(=O)c1ccc(Cl)cc1)c1cccc(O)c1 | -3% | -8 | -4% | / | 0%
4 | Cc1ccc(C(=O)O)cc1N1C(=O)c2cccc3cc(Br)cc(c23)C1=O | -2% | 0 | -41% | / | -6%
5 | CCOc1ccc(CCNC(=O)CCn2c(=O)c3cccn3c3ccc(F)cc32)cc1OCC | -4% | -2 | -10% | / | -1%
6 | Cc1ccc(C)c(N(CC(=O)NC(C)(C)C)C(=O)CNC(=O)c2cccs2)c1 | -6% | -9 | 0% | -15 | -2%
7 | O=C(NNC(=O)c1cc(-c2ccncc2)nc2ccccc12)Nc1ccc(F)cc1 | -4% | -4 | 7% | -11 | 6%
8 | CCOC(=O)[C@H]1[C@H]2COc3ccc(OC)cc3[C@@H]2N2C(=O)c3cc(OC)c(OC)cc3NC(=O)[C@@]12C | -4% | 7 | 10% | 1 | 0%

no. | Vif-A3F inh | D2 agonist | ALOX12 inh | ERG Ets-DNA blk
1 | -1% | -0.2 | ? | -9%
2 | -7% | -2.2 | -11% | -1%
3 | -4% | / | 0% | 2%
4 | 13% | / | 8% | -6%
5 | -9% | 0.7 | -6% | 0%
6 | 11% | 1.0 | ? | -5%
7 | 7% | 0.6 | 0% | 3%
8 | 0% | 0.2 | -10% | 12%

Next section, overlapping the part above by 6 compounds.
no. | canonical_smiles | GRP78 ERSR act | LDHA inh | RGS4 inh | D2 antag | Vif-APOBEC3G blk
3 | C/C(=N/NS(=O)(=O)c1ccc(Cl)cc1)c1cccc(O)c1 | -3% | -8 | -4% | / | 0%
4 | Cc1ccc(C(=O)O)cc1N1C(=O)c2cccc3cc(Br)cc(c23)C1=O | -2% | 0 | -41% | / | -6%
5 | CCOc1ccc(CCNC(=O)CCn2c(=O)c3cccn3c3ccc(F)cc32)cc1OCC | -4% | -2 | -10% | / | -1%
6 | Cc1ccc(C)c(N(CC(=O)NC(C)(C)C)C(=O)CNC(=O)c2cccs2)c1 | -6% | -9 | 0% | -15 | -2%
7 | O=C(NNC(=O)c1cc(-c2ccncc2)nc2ccccc12)Nc1ccc(F)cc1 | -4% | -4 | 7% | -11 | 6%
8 | CCOC(=O)[C@H]1[C@H]2COc3ccc(OC)cc3[C@@H]2N2C(=O)c3cc(OC)c(OC)cc3NC(=O)[C@@]12C | -4% | 7 | 10% | 1 | 0%
9 | COc1ccccc1-c1ccc2c(c1)O[C@@H](CN(C)C(=O)Nc1cccc(F)c1)[C@H](C)CN([C@H](C)CO)S2(=O)=O | 1% | -3 | / | / | -7%
10 | COCCNC(=O)CCc1ccc(S(=O)(=O)Nc2ccc(C)cc2)cc1 | -1% | -2 | 10% | 10 | 1%
11 | CCOc1ccc(S(=O)(=O)N2CCC(C(=O)N3CCN(c4ccccc4F)CC3)CC2)cc1C | -1% | -8 | 21% | -4 | -6%
12 | Nc1c(C(=O)Nc2ccc(Br)cc2)sc2nc(-c3ccncc3)ccc12 | 1% | 12 | ? | / | -3%
13 | CCOC(=O)C(C)Sc1nc2c(c(-c3cccs3)c1C#N)CCC2 (configuration not stated) | 0% | 3 | 14% | 2 | -4%
14 | CC(C)C(NC(=O)OC(C)(C)C)C(=O)NC(CCC(=O)OCc1ccccc1)C(N)=O (configuration not stated) | -1% | -10 | 22% | 1 | 2%
15 | CCCCCCSc1ccc(-c2nc3ccccn3c2NCCCC)cc1 | -3% | -2 | 31% | -9 | -12%
16 | Nc1nc(Nc2ccc(Cl)cc2)n[nH]1 | 7% | 0 | -28% | / | -1%

no. | Vif-A3F inh | D2 agonist | ALOX12 inh | ERG Ets-DNA blk
3 | -4% | / | 0% | 2%
4 | 13% | / | 8% | -6%
5 | -9% | 0.7 | -6% | 0%
6 | 11% | 1.0 | ? | -5%
7 | 7% | 0.6 | 0% | 3%
8 | 0% | 0.2 | -10% | 12%
9 | -1% | / | 3% | /
10 | -12% | 0.4 | -29% | -3%
11 | -14% | -1.6 | -58% | 19%
12 | -3% | -0.8 | -17% | 47%[activator]
13 | 0% | 1.3 | -16% | 14%
14 | 8% | -0.4 | -7% | 4%
15 | -4% | -0.2 | -26% | 3%
16 | 0% | / | 90%[activator] | -5%

Next section
no. | canonical_smiles | GRP78 ERSR act | LDHA inh | RGS4 inh | D2 antag | Vif-APOBEC3G blk
17 | CC1(C(=O)NS(=O)(=O)c2cccc(OC(F)F)c2)CCN1C(=O)Cc1ccccc1 (configuration not stated) | -2% | -5 | / | / | -1%
18 | CCOC(=O)c1ccccc1NC(=O)C1CCN(c2ncnc3c2nc2n3CCCCC2)CC1 | -2% | -12 | 8% | / | -1%
19 | C#CCOCCOCCOCCNc1nc(N2CCN(C(=O)C(Cc3cc4ccccc4[nH]3)n3cc(C(N)C(C)CC)nn3)CC2)nc(N2CCN(C(=O)C(Cc3cc4ccccc4[nH]3)n3cc(C(N)C(C)CC)nn3)CC2)n1 (configuration not stated) | -3% | 3 | ? | -4 | 7%
20 | Cc1ccc(C(C)C)c(OCC(=O)NNC(=O)CC2OC(=O)c3ccccc32)c1 (configuration not stated) | 0% | 0 | -16% | 10 | -7%
21 | O=C(/C=C/c1ccccc1)NC(=S)Nc1ccc(CN2CCOCC2)cc1 | -3% | -3 | -8% | -8 | -13%
22 | CCN(CC(=O)NCc1ccc(Cl)cc1)C(=O)CSc1ccccc1F | -4% | 3 | ? | 6 | 6%
23 | COC(=O)Cc1ccc(NC(=S)NCc2ccc(OC)cc2)cc1 | 2% | -8 | 19% | -3 | 0%
24 | COc1ccc(C(=O)N[C@H]2COC(C)(C)O[C@H]2c2ccccc2)cc1 | 0% | -6 | 16% | -7 | 1%

no. | Vif-A3F inh | D2 agonist | ALOX12 inh | ERG Ets-DNA blk
17 | / | / | -25% | /
18 | 12% | -1.5 | -7% | -4%
19 | 3% | -0.4 | / | -11%
20 | 1% | 0.9 | -1% | -3%
21 | 1% | 18 | -21% | 4%
22 | 4% | -0.7 | -30% | 14%
23 | 0% | -1.2 | ? | 3%
24 | 0% | -0.4 | 0% | 0%

Continuation.
no. | canonical_smiles | GRP78 ERSR act | LDHA inh | RGS4 inh | D2 antag | Vif-APOBEC3G blk
25 | CCCOc1ccc(CSC2=NCCN2)cc1[N+](=O)[O-] | 2% | 0 | 4% | 13 | 3%
26 | COc1ccc(C2(C(=O)N3CCC(n4nc(-c5ccccc5)oc4=O)CC3)CC2)cc1 | -4% | -3 | 3% | 17 | -6%
27 | Cc1cc(Nc2ccc(C(C)C)cc2)nc(-n2nc(C)cc2C)n1 | 0% | 1 | 10% | / | -3%
28 | Cc1ccc(S(=O)(=O)N(CC(=O)NCC2CCCO2)C2CCCCC2)cc1 (configuration not stated) | 0% | -1 | -6% | 6 | 0%
29 | COC(=O)c1ccc2c(=O)n(NC(C)=O)c(=S)[nH]c2c1 | -5% | 7 | -28% | -14 | 0%
30 | OC1c2cc(Br)ccc2N=C2CCCCCN21 (configuration not stated) | 3% | -3 | / | / | -6%
31 | COCCc1nnc(NC(=O)Cc2ccccc2)s1 | -5% | -7 | 10% | -17 | 2%
32 | Cc1ccccc1NC(=O)Cn1c(=O)n(CC2CCCO2)c(=O)c2ccccc21 (configuration not stated) | -2% | -2 | 1% | -3 | 3%

no. | Vif-A3F inh | D2 agonist | ALOX12 inh | ERG Ets-DNA blk
25 | 2% | 0.0 | -1% | -11%
26 | 0% | -1.0 | 0% | -7%
27 | -10% | -1.3 | -30% | 0%
28 | -1% | -2.2 | -5% | -5%
29 | -5% | -0.1 | ? | 2%
30 | / | / | 2% | /
31 | -1% | -1.8 | 0% | -10%
32 | 0% | -1.8 | 1% | 9%

Next section:
no. | canonical_smiles | GRP78 ERSR act | LDHA inh | RGS4 inh | D2 antag | Vif-APOBEC3G blk
33 | Cc1ccc(S(=O)(=O)NC(=O)C2(C)CCN2C(=O)C2(c3ccc(Cl)cc3)CCC2)cc1 (configuration not stated) | -3% | -13 | / | / | -1%
34 | CC(=O)N(CN1C(=O)CCC1=O)c1ccc(Cl)c(Cl)c1 | -11% | -5 | 12% | 8 | 0%
35 | CC(C)N1CCN(C(=O)c2ccc([N+](=O)[O-])cc2)CC1 | -2% | -20 | 6% | / | -3%
36 | O=C(Nc1cccc(Br)c1)c1ccccc1-c1ccccc1 | -8% | -11 | -2% | -8 | 1%

no. | Vif-A3F inh | D2 agonist | ALOX12 inh | ERG Ets-DNA blk
33 | / | / | -3% | /
34 | 2% | -0.2 | 10% | 0%
35 | 0% | / | ? | -17%
36 | -1% | -1.2 | 3% | -2%

This is a subset; rates above refer to the full screens.
